Screens (PubChem BioAssay)
TDP2 absorb: blocks human TDP2 phosphodiesterase activity. O95551. recombinant TDP2, T5PNP hydrolysis, p-nitrophenol absorbance 415 nm. inhibition, % at 12.8 µM. hit rate 0.34% among 370,000. AID 720702;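 active means inhibition above the mean of all tested compounds plus 3 SD, set per campaign, cut at about 25% in these data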;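 further: 0% = DMSO with enzyme and 100% = buffer with substrate but no TDP2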
Target sequence (O95551 whole entry, looked up): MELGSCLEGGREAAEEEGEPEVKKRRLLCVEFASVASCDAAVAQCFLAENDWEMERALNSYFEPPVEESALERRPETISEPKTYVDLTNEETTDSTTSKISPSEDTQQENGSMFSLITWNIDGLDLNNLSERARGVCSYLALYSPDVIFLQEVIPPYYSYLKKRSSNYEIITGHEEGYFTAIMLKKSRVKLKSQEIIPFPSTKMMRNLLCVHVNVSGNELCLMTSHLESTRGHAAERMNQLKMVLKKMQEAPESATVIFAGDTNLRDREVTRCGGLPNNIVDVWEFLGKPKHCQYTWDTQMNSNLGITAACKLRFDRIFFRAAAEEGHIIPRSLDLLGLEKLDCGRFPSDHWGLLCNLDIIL
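System – recombinant human TDP2 · Amount – 120 nM TDP2 per well · Buffer or medium – Mg2+-containing Tris-HCl buffer, pH 7.5 · Reagent – T5PNP substrate, 5 mM · Dosing – 12.8 µM single point, 1% DMSO · Incubation – 2 h at 37 °C · Measured by – epi absorbance · Read-out basis – percent inhibition · Benchmarks – high control without enzyme, low control DMSO plus TDP2 · Repeats – singlicate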
SIAE primary: human SIAE inhibition, primary screen | AID 1053197 | Q9HAT2 | hit rate 0.69% among 370,000 | inhibition, % at 9.66 µM | SIAE FP-Rh probe binding, fluorescence polarization;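 active means inhibition above a cutoff: mean of compounds within the control limits plus 3 SD of those, cut at about 17% in these data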;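 further: 0% = plate median of compound wells and 100% = probe without SIAE protein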
Tn6 DDE FP: disrupts Tn6 cyclic peptide binding to fibrin D-Dimer-E complex. inhibition, % at 8.3 µM. Fibrin DD(E) TRITC-Tn6 fluorescence polarization displacement. AID 720509. hit rate 0.21% among 370,000. P02675;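 active means inhibition above a per-campaign cutoff: mean of compounds within control limits plus 3 SD, cut at about 15% in these data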;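 further: 0% = median of all compound wells on the plate and 100% = blocking peptide control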
PLC-beta3 inh: blocks human PLC-beta3 enzyme activity; hit rate 0.18% among 370,000; Purified PLC-beta3, fluorogenic substrate, fluorescence; inhibition, % at 12.2 µM; Q01970; in the data active means inhibition above about 11%;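 further: 0% = median of compound wells on plate and 100% = full blocker control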
ADAM10 inh: ADAM10 inhibition, QFRET primary screen; AID 720582; O14672; hit rate 0.62% among 370,000; inhibition, % at 7 µM; recombinant ADAM10, EDANS/DABCYL FRET peptide cleavage, 3 h;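 active means inhibition above a per-campaign cutoff equal to the mean of compounds falling between control-based bounds plus 3 SD, cut at about 20% in these data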;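 further: 0% = DMSO wells while the 100% control is not disclosed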
ASAP1 GAP inh: ASAP1 ArfGAP inhibition; hit rate 0.19% among 360,000; ASAP1-stimulated ARF1 GTP hydrolysis, GDP FP detection; AID 624377; inhibition, % at 16.5 µM; in the data active means inhibition above about 25%;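 further: 0% = vehicle with enzyme and substrate and 100% = no enzyme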
PLCg1 inh: PLC-gamma1 (human) inhibition, primary screen. purified PLC-gamma1, fluorogenic substrate, fluorescence. inhibition, % at 12.2 µM. P19174. AID 720700. hit rate 0.84% among 370,000; in the data active means inhibition above about 9.5%
ARFGAP1 inhibitor: rat ARFGAP1 inhibition; inhibition, % at 16.5 µM; hit rate 0.26% among 360,000; Arfgap1-stimulated ARF1 GTP hydrolysis, GDP FP detection; AID 651572; Q62848;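 active means inhibition above a per-plate limit, mean inhibition of low control wells plus 3 SD, cut at about 25% in these data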;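 further: 0% = DMSO wells with enzyme and 100% = wells lacking Arfgap1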
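Replicates: Single well per compound | Assay system: Truncated rat Arfgap1 GAP domain | Control set: No-Arfgap1 wells (100%) versus DMSO full-reaction wells (0%) | Times: Enzyme reaction 120 min at 25 °C after 20 min preincubation | Reagent: Human ARF1(Δ1-17)-GTP substrate | Measured by: Tracer-displacement fluorescence polarization with EDTA stop, 620/688 nm | Measure: Percent inhibition of Arfgap1-stimulated GTP hydrolysis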
ADAM17 inh: inhibits human ADAM17; AID 720648; hit rate 0.83% among 370,000; inhibition, % at 6.95 µM; P78536; recombinant ADAM17, EDANS/DABCYL FRET peptide cleavage;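 active means inhibition above the mean of compounds lying between control limits plus 3 SD, set per campaign, cut at about 8.5% in these data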;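 further: 0% = DMSO-only wells as the low control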
Target sequence (P78536 215-824 limits assumed): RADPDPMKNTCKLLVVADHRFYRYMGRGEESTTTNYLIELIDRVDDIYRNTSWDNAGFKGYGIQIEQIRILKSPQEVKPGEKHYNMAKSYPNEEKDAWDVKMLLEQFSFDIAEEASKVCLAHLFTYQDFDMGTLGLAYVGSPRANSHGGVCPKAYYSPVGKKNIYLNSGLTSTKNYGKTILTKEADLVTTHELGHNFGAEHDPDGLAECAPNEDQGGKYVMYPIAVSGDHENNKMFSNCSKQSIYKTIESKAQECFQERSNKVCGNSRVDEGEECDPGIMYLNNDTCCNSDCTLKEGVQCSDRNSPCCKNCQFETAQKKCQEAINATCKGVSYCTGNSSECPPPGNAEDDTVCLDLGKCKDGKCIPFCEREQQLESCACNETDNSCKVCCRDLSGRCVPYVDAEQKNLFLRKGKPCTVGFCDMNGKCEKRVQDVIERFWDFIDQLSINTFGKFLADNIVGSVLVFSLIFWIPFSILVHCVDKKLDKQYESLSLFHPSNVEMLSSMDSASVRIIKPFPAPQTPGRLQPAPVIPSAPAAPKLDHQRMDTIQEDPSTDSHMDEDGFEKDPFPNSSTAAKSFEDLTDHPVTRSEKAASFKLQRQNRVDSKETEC
DDE Tn7 FP inh: DD(E)-Tn7 binding inhibition, primary FP screen; P02675; FP displacement of FITC-Tn7 peptide from fibrin DD(E); 0% = median of compound wells per plate; inhibition, % at 8.3 µM; hit rate 0.13% among 370,000; AID 720508;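 active means inhibition above the mean of compounds falling within the control limits plus 3 SD of them, cut at about 14% in these data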;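 further: 0% = plate median of compound wells and 100% = 10 µM Aha-Tn7 peptide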
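Test system – human fibrin DD(E) · Times – 10 min preincubation, 3 h with tracer, room temperature · Detection – fluorescence polarization of the labelled Tn7 tracer · Measure – percent inhibition normalized to high-control wells · Benchmarks – high control wells with 10 µM unlabelled Aha-Tn7 peptide (full inhibition) · Repeats – singlicate testing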
Active calls of the source: *; x = no result given.

Values run as follows: TDP2 absorb	SIAE primary	Tn6 DDE FP	PLC-beta3 inh	ADAM10 inh	ASAP1 GAP inh	PLCg1 inh	ARFGAP1 inhibitor	ADAM17 inh	DDE Tn7 FP inh
Cn1c(CCN2CCN(c3ccccn3)CC2)nc2cc(NS(=O)(=O)c3ccc(F)cc3)ccc21
    1	1	-4	0	-32	-10	3	-14	-5	5
S=C(Nc1ccccc1)Nc1ccc(OCc2ccccc2)cc1
    3	2	1	1	7	7	2	6	1	-2
Cc1nnc(-c2cccc(Br)c2)c2cn(-c3cccc(Br)c3)nc12
    7	-22	4	-1	-4	27*	-3	14	0	5
CCc1ccc(NC(=O)CSc2nnc(-c3cnccn3)n2Cc2ccco2)cc1
    6	2	2	0	3	-9	1	0	2	-4
CCOc1ccccc1N(C)C(=O)C1CCN(S(=O)(=O)c2cccc3nonc23)CC1
    1	-3	5	-2	-1	8	-1	0	-1	2
O=C(c1cnn(C(=O)c2cccc(S(=O)(=O)N3CCOCC3)c2)c1)c1ccccc1O
    -9	4	6	-1	0	14	-1	-1	-2	-1
OCC(CO)N[C@H]1C[C@](O)(CO)[C@@H](O)[C@H](O)[C@H]1O
    -15	-4	4	8	2	x	7	x	3	0
O=C1N(CN2CCN(Cc3ccccc3)CC2)c2ccccc2C12OCCCO2
    -1	0	-2	-2	0	3	-1	10	-5	-4
O=C(NCC1CCCO1)c1cn(-c2ccccc2)nc1-c1ccc(F)cc1 (stereo not drawn)
    13	1	1	-9	3	6	1	3	-2	-1
O=C(c1cccnc1)N1CCCC(Nc2ccc(F)cc2)C1 (stereo not drawn)
    -16	-2	-1	-4	1	-1	15*	-6	-2	-7
Cc1cc(C)cc(CC(=O)N2CCC2(C)C(=O)NS(=O)(=O)c2ccccc2Cl)c1 (stereo not drawn)
    3	1	-3	4	-7	3	0	-9	1	-3
CCCS(=O)(=O)NC(=O)C1(C)CCN(C(=O)c2oc3ccccc3c2C)C1 (stereo not drawn)
    1	0	4	-1	-3	4	0	-13	-2	-3
CC(=O)N(c1ccc2oc(=O)sc2c1)S(=O)(=O)c1ccc(C)cc1
    -11	-16	-1	-3	20	-8	2	1	7	2
COc1ccccc1N(CC(=O)NCCSc1ccccn1)S(=O)(=O)c1ccccc1
    8	4	1	-4	-4	8	-1	-13	-2	1
CNc1ccc(/C=C/C(=O)c2ccc3c(c2)OCCO3)cc1[N+](=O)[O-]
    -10	-9	-3	3	2	7	1	10	1	-3
CS(=O)(=O)N(CC(=O)O)Cc1cccc(CN(CC(=O)O)S(C)(=O)=O)c1
    9	-2	-4	-2	7	1	2	-4	4	4
COc1cccc(NC(=O)c2ccccc2-c2ccccc2C(=O)O)c1
    -1	9	6	1	12	-13	8	0	-1	0
O=c1c2ccccc2ncn1-c1ccc([N+](=O)[O-])cc1[N+](=O)[O-]
    17	-1	3	0	2	-6	2	-1	3	1
CC1CCN(C(=O)c2ccc(CNc3c(N4CCCC4)c(=O)c3=O)cc2)CC1
    6	4	-13	-5	-10	1	1	5	-5	-11
CCc1c(C(=O)NC(C)C2CCCO2)csc1C (stereo not drawn)
    -3	-2	5	-3	-2	12	-3	1	0	4

Some entries already given, showing only SIAE primary.
compound	SIAE primary
CCCS(=O)(=O)NC(=O)C1(C)CCN(C(=O)c2oc3ccccc3c2C)C1 (stereo not drawn)	0
CC(=O)N(c1ccc2oc(=O)sc2c1)S(=O)(=O)c1ccc(C)cc1	-16

Following part
Values run as follows: TDP2 absorb	SIAE primary	Tn6 DDE FP	PLC-beta3 inh	ADAM10 inh	ASAP1 GAP inh	PLCg1 inh	ARFGAP1 inhibitor	ADAM17 inh	DDE Tn7 FP inh
O=C(CCN1CCN(CC(=O)Nc2ccccc2Cl)CC1)Nc1ccccc1F
    -18	-4	0	4	16	9	5	-4	5	-4
CNc1cc(-c2c(OC)cccc2OC)ncn1
    7	0	8	-4	-30	7	-6	-1	-9	0
CS(=O)(=O)NCCCc1ccccc1
    1	8	4	3	-1	-3	2	-7	-2	-3
O=C(N/N=C/c1ccncc1)c1ccc(COc2cccc3cccnc23)cc1
    5	-14	-13	-39	-21	12	-22	-4	-10	-6
O=C(NC(=S)Nc1ccccc1C(F)(F)F)c1ccccc1F
    5	-1	5	-2	6	1	7	-6	-1	1
NNC(=O)COc1ccc2oc3c(c2c1)CCCC3
    0	0	-1	-7	-2	2	0	7	1	1
COc1ccc([C@H]2CC(=O)C[C@@H](CCn3cc(-c4ccncc4)nn3)O2)cc1
    12	0	0	3	1	-9	2	-8	-1	5
CN1CCN(C(=O)c2cc3c(c(-c4cccc(-c5cccnc5)c4)n2)[C@@H](CCO)N(C(=O)CC2CC2)C3)CC1
    2	3	-1	-3	-3	1	-1	-1	0	5
Cc1nnc(N2CCOCC2)c2ccccc12
    -1	-1	-2	4	-12	-15	2	-3	-2	-3
C[C@]12CC[C@H](O)C[C@@H]1CC[C@@H]1[C@@H]2CC[C@@]2(C)[C@H]1CCC(=O)[C@]21CCCO1
    -3	-4	-4	2	-6	-4	0	-4	-2	-3
O=C(CSc1nc2cc(Cl)ccc2s1)NC1CCCc2ccccc21 (stereo not drawn)
    4	-2	-4	-1	5	-4	1	-5	3	0
COc1cccc(/C(C)=N/NC(=O)c2ccc(N(C)C)cc2)c1
    -8	2	5	-19	2	-5	-19	-3	1	-2
CN(C)CCNC(=O)/C(=C/c1ccc(-c2ccc(Cl)cc2)o1)NC(=O)c1ccccc1
    1	11	0	-63	-49	-3	-58	-2	-18	6
O=C(COC(=O)c1ccc(Cl)nc1)Nc1c(Cl)cccc1C(F)(F)F
    -5	-7	5	-11	1	-8	1	-6	-9	11
CCCCCC1CCC(c2ccc(/C(N)=N/O)cc2)CC1 (stereo not drawn)
    -5	-2	-1	-3	2	4	-2	0	0	-3
COCCN1C(=O)c2ccccc2C(C(=O)N2CCN(c3ccccc3)CC2)C1c1ccc(F)cc1 (stereo not drawn)
    6	3	4	-2	-7	9	-1	7	-4	-1
O=C1C(=O)N(CC(=O)N2CCCC2)c2ccccc21
    0	1	2	4	8	-9	-1	4	-2	-4
CC(=O)c1c(C)[nH]c(C(=O)Nc2cccc(S(=O)(=O)N3CCOCC3)c2)c1C
    3	-2	7	2	-5	2	1	5	-1	-1
CCCS(=O)(=O)N1CCN(C(=O)COc2ccccc2)CC1
    5	0	-5	2	-11	1	2	3	-4	2
COc1ccc(C)cc1-n1nnnc1SCC(=O)N1CCC(C(=O)Nc2nccs2)CC1
    7	5	-3	0	1	7	3	-6	-1	1
C=CCOC(=O)C1=C(C)OC(N)=C(C#N)C1c1ccccc1F (stereo not drawn)
    -8	3	-1	6	13	1	1	-14	4	2
CS(=O)(=O)N1CCC(C(=O)Nc2ccc3c(c2)OCCO3)CC1
    1	1	-1	4	5	0	-1	11	-1	-3
Cc1ccc(C)c2[nH]c(=O)c(CCNC(=O)c3cc4ccccc4o3)cc12
    -5	4	1	-1	3	-14	3	6	-4	2
COc1ccccc1C(=O)COC(=O)CN1C(=O)c2ccccc2C1=O
    10	2	-4	-5	-8	11	0	-8	-3	-1
CC(C)(C)OC(=O)C(Cc1ccc(OC(C)(C)C)cc1)NC(=O)CNC(=O)CNC(=O)OCc1ccccc1 (stereo not drawn)
    3	0	3	0	3	-12	1	-11	-1	0
Cc1cc(C(=O)Nc2cccc([N+](=O)[O-])c2)c(C)o1
    7	7	0	2	3	-9	1	1	0	0
CCOC(=O)CN1C(=O)N[C@@H](c2cccc(C(F)(F)F)c2)[C@@H](C(=O)OC)[C@H]1C
    3	-5	-5	2	-3	2	-2	-1	-2	4
C[C@@H]1C(c2ccccc2)=NN(c2ccc(Br)cc2)[C@H]1C(=O)N1CCOC1=O
    -3	3	4	-315	-353	8	-206	3	-92	-4
Cc1ccc(NS(=O)(=O)c2ccc(Br)cc2)nc1
    -2	-1	4	-41	-147	12	-32	0	-49	3
O=C(CNC(=O)c1ccccc1F)OCCCOC(=O)CNC(=O)c1ccccc1F
    -1	2	-6	-6	-9	4	5	-7	0	0
O=C(NC1CCCCNC1=O)c1ccc(Cl)cc1 (stereo not drawn)
    1	-7	3	3	5	-7	1	4	-2	3
CCc1ccc(C2CC(c3ccccc3C)n3nc(N)nc3N2)cc1 (stereo not drawn)
    -10	-5	2	-5	-28	-3	0	3	-8	-3
COc1cc(-c2noc(CCCC(=O)NCc3ccccc3)n2)cc(OC)c1OC
    -5	-4	-2	0	-3	7	2	15	-5	2
CCCCN(C(=O)NC(=O)Nc1ccccc1C)S(C)(=O)=O
    2	1	-2	-3	3	0	2	-3	-2	-7
COCc1[nH]nc2c1C(c1cccc(C(F)(F)F)c1)N(c1ccc(OC)cc1)C2=O (stereo not drawn)
    0	1	2	-3	-3	-5	1	0	-4	5
